C2C12 statin – suppressors of simvastatin-induced myotoxicity in C2C12 myotubes | AID 602340 | ATP luminescence, 48 h; scaled: DMSO 0, geranylgeraniol control 100 | rescue of ATP level, % at 7.49 µM | 330,000 tested, 0.78% active;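 active = mean ATP rescue above about 67%, or every replicate alone reaching that limit, limit read from the data, passing the limit was not always enough; inconclusive = no clear call, values can overlap the other calls; inactive = mean under the limit and some replicate under it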;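 note: myotubes were challenged with 10 µM simvastatin during compound exposure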
PGC1a acetyl inh – lowers PGC1a acetylation signal in U2OS cells; AlphaScreen anti-acetyl-lysine; with virally co-expressed GCN5 acetyltransferase; inhibition, % at 15.6 µM; 350,000 tested, 0.17% active;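 active = every replicate shows inhibition of at least 40%; inconclusive = mean inhibition at least 40% but some replicate below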;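 note: 0% = neutral control wells and 100% = positive control wells; some results beyond the cut were filed as inactive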
Cneo AK release – causes C. neoformans cell lysis; AID 651654; adenylate kinase release luminescence, 4 h; normalised: neutral wells 0, clomiphene wells 100; 360,000 tested, 0.2% active; lysis activity, % at 15 µM;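 active = mean lysis activity across replicates of at least 80%, whatever share of replicates individually reach that level; inactive = mean lysis activity below 80%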
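Material: C. neoformans cells; Schedule: 4 h static compound exposure, 37 °C, read 1 h post-reagent; Measured by: adenylate kinase release luminescence; Read-out: signal increase indicating cell lysis; Controls: Clomiphene as positive lysis control.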
An asterisk follows results filed as active; u = inconclusive. Only part of the results is shown (hit frequency here may not be typical).

SMILES	C2C12 statin	PGC1a acetyl inh	Cneo AK release
CCOC(=O)c1c(C)sc2c1N(C(C)=O)c1cc(Cl)ccc1S2	37	-21	-3
CN(C)S(=O)(=O)c1ccc(C(=O)Nc2ccccc2C(=O)O)cc1	2	11	-3
CC(C)Cn1c(N)c(C(=O)COC(=O)C2CCCCC2)c(=O)n(C)c1=O	-9	-9	-1
CCOC(=O)CSc1cc(=O)n(CC)c2ccccc12	0	5	0
COc1cccc(NC(=O)CSc2nnc(-c3cccc(OC(C)C)c3)n2N)c1	3	-1	-4
CC1N(C)c2cccc3cccc(c23)N1C	3	-18	-1
Cc1c(Cl)c(C(=O)NNC(=S)NCc2ccco2)nn1C	2	8	-2
COc1ccccc1OCC(=O)N1CCN(c2ccccc2OC)CC1	36	-9	17
Cc1cc2c(cc1C)NC(c1nc3ccccc3[nH]1)C1=C(CC(C)(C)CC1=O)N2 (centres undefined)	14	0	-2
COc1ccccc1CNc1nc(NCc2ccccc2F)c2sccc2n1	-56	7	-4
O=C(NCCN1CCCCC1)Nc1ccc(F)c(Cl)c1	-14	-1	-1
Cc1c(-n2cc(C(=O)c3cc(Br)ccc3O)cc(C#N)c2=O)c(=O)n(-c2ccccc2)n1C	1	6	1
Cc1nc(C(=O)Nc2cc(Cl)ccc2Cl)nn1-c1cc(OC(C)C)c(Cl)cc1Cl	2	2	4
O=C(CSc1nnc(-c2cccs2)n1Cc1ccco1)Nc1ccc2c(c1)OCO2	-3	22	-2
Cc1cc(C)n2nc(SC(C)C(=O)NCc3ccco3)nc2n1 (centres undefined)	-1	10	1
Cc1[nH]nc(-c2ccc(OCc3cnn(-c4ccccc4)c3)cc2O)c1Oc1ccc(Cl)cc1	24	-14	0
COC(=O)c1ccc(N2C(=O)CC(N3CCN(c4ccccc4)CC3)C2=O)cc1 (centres undefined)	-7	-14	-1
CC1CCCC(C)N1CC(O)COc1ccc(Cl)cc1 (centres undefined)	4	-9	3
COc1cc(OC)c(OC)cc1/C=N/NC(=O)CC1C(=O)NN=C1C (centres undefined)	-8	-9	0
COc1cccc(/C=C/C(=O)OCC(=O)Nc2nnc(-c3ccccc3)o2)c1	-9	3	1
COc1cc(C2N(c3cc(C)on3)C(=O)C3CCCN32)cc(OC)c1OC (centres undefined)	1	4	-1
COc1ccc(Cl)cc1C(=O)NCC(c1ccco1)N1CCCC1 (centres undefined)	4	1	-2
O=C(NCc1ccccc1)c1ccc(Cl)cc1[N+](=O)[O-]	6	3	-6
COC(=O)c1ccccc1NC(=O)CSc1nccn1C	0	-2	1
Cc1ccc(NC(=O)CSc2nnc(C3CCCCC3)n2N)cc1F	9	0	0
COC(=O)CSc1nc2ccc(NC(=O)CSc3nnnn3Cc3ccccc3)cc2s1	7	2	0
c1ccc(CN2CCN(c3nc(-c4ccccn4)nc4ccccc34)CC2)cc1	3	-12	0
Cc1ccc(S(=O)(=O)Nc2cccc(-c3cn4ccsc4n3)c2)cc1	8	-16	2
O=C(CSc1nnc(-c2ccccc2O)o1)N1CCc2ccccc2C1	-26	-11	0
Cc1ccc(C(=O)Nc2nc(C(C)(C)C)cs2)s1	-15	-6	-9

Among those listed so far, two have an NH in an aromatic ring.
SMILES	C2C12 statin	PGC1a acetyl inh	Cneo AK release
Cc1cc2c(cc1C)NC(c1nc3ccccc3[nH]1)C1=C(CC(C)(C)CC1=O)N2 (centres undefined)	14	0	-2
Cc1[nH]nc(-c2ccc(OCc3cnn(-c4ccccc4)c3)cc2O)c1Oc1ccc(Cl)cc1	24	-14	0

(listing goes on)
SMILES	C2C12 statin	PGC1a acetyl inh	Cneo AK release
Cc1cc(C(=O)OC2CCOC2=O)c2ccccc2n1 (centres undefined)	1	-1	2
COc1ccc(OC)c(NC(=O)CSc2ccc3ccccc3c2)c1	10	-17	-6
O=C(NCc1ccco1)c1cc(C(=O)C2CCCCC2)c[nH]1	7	-25	2
CCCCN1C(=O)/C(=C2\SC(N3CCCCC3)=NC2=O)c2ccccc21	u	-26	-5
O=C(NCCc1ccccc1)C(c1ccncc1)N(C(=O)c1csnn1)C1CC1 (centres undefined)	10	4	1
COc1cccc2c1N1C(=O)c3c(C(=O)O)cccc3C1CC2(C)C (centres undefined)	-7	7	3
O=C(O)c1ccccc1-c1nc2ccccc2c(=O)[nH]1	7	0	-1
CC(C)CCNC(=O)CN(Cc1ccc2c(c1)OCO2)C(=O)CCC(=O)Nc1ccccn1	1	-1	-3
COc1ccc(Nc2nc(N)nc(CN3CCOCC3)n2)cc1	5	-7	4
CCn1c(=O)c(C(=O)Nc2nc3ccccc3[nH]2)c(O)c2ccccc21	2	3	2

An excerpt from above in order of heavy-atom count, descending.
SMILES	C2C12 statin	PGC1a acetyl inh	Cneo AK release
CC(C)CCNC(=O)CN(Cc1ccc2c(c1)OCO2)C(=O)CCC(=O)Nc1ccccn1	1	-1	-3
COC(=O)CSc1nc2ccc(NC(=O)CSc3nnnn3Cc3ccccc3)cc2s1	7	2	0
Cc1nc(C(=O)Nc2cc(Cl)ccc2Cl)nn1-c1cc(OC(C)C)c(Cl)cc1Cl	2	2	4
COc1cccc(/C=C/C(=O)OCC(=O)Nc2nnc(-c3ccccc3)o2)c1	-9	3	1
CCCCN1C(=O)/C(=C2\SC(N3CCCCC3)=NC2=O)c2ccccc21	u	-26	-5
O=C(O)c1ccccc1-c1nc2ccccc2c(=O)[nH]1	7	0	-1

Later entries:
SMILES	C2C12 statin	PGC1a acetyl inh	Cneo AK release
CCOC(=O)CSc1nc(C)cc(C)c1C#N	1	1	0
Cn1c(SCc2cccnc2)nc2cccnc21	4	7	0
CCN(CC)CC(=O)n1c2c(c3ccccc31)CCCC2	124*	-2	0
CCCC(=O)Nc1cccc(NC(=O)c2ccccc2Br)c1	-22	-15	0
NC(=O)C1CCN(C(=O)C23CC4CC(CC(C4)C2)C3)CC1	-5	20	1
C=CCNc1nc(NCCN2CCOCC2)nc(N2CCOCC2)n1	6	-2	-1
CN(C)CCNCc1ccccc1OC1CCCC1	26	7	-1
Cc1cc(C)nc(-n2nc(C)cc2NC(=O)CNC2CCCCC2)n1	-4	-2	1
Cc1ccc(OCC(=O)Nc2cccc(C)n2)c(C)c1	7	-7	0
COc1ccc(C2C(C(=O)c3sc(C)nc3C)=C(O)C(=O)N2CCN(C)C)cc1 (centres undefined)	2	-2	5
Cc1cc(F)c(F)c(C(=O)N2CCOCC2)c1Cl	6	-9	1
CCS(=O)(=O)Nc1c(C(=O)OC)[nH]c2ccccc12	4	-6	3
CCOC(=O)CN(C(=O)CSc1nnc(Cc2ccccc2)n1-c1ccc(C)cc1)c1ccccc1	-4	-43	8
Cc1cc(C(c2nnnn2Cc2ccccc2)N2CCOCC2)c(C)n1-c1ccc2c(c1)OCO2 (centres undefined)	-8	2	3
Cc1cccc(CCNS(=O)(=O)c2ccc3c(c2)oc(=O)n3C)c1	-3	4	0
Cc1ccc(S(=O)(=O)/N=C2/NC(=O)/C(=C\c3ccco3)S2)cc1	-9	5	5
O=C1OC(Nc2ccc(F)cc2F)c2ccccc21 (centres undefined)	-15	-2	-2
CCc1nccn1S(=O)(=O)c1ccc(OC)c(C)c1C	3	2	0
COC(=O)c1ccc(NC(=O)CSc2nnc(-c3ccccc3)n2C)cc1	3	0	2
CCn1nc(NC(=O)c2ccncc2)c2cc3cc(C)ccc3nc21	2	-10	2
CCn1c(SCC(=O)OC)nnc1C1CCCCC1	4	2	-2
COc1ccc(NC(=O)CN(c2cccc(F)c2)S(C)(=O)=O)cc1OC	8	-14	0
CCOC(=O)c1c(N)sc(=S)c2c1CCC2	-7	8	-1
COc1ccc(C)cc1-n1nnnc1SCC(=O)c1cc(C)n(Cc2ccco2)c1C	-1	0	1
CC(C)(C)OC(=O)NCC(=O)N1CCC(C(=O)O)CC1	-1	1	-2
COc1ccc(NC2=NC(=S)N(c3cccc(C)c3)C23CCCCC3)cc1	-130	-10	14
Cc1ccc(CN2C(=O)CCSc3ccc(Cl)cc32)cc1	19	-3	-1
CC1(C)CC(C)(c2ccc(O)cc2O)N(c2ccc3ccccc3c2)C(=S)N1 (centres undefined)	17	-18	2
Cc1cc(NCCO)c2cc(O)ccc2n1	6	-6	1
CCOC(=O)c1sc2ncnc(N3CCN(c4ccc(OC)cc4)CC3)c2c1C	13	-3	0

Two of the compounds above, field by field.
> Cc1cccc(CCNS(=O)(=O)c2ccc3c(c2)oc(=O)n3C)c1
  C2C12 statin = -3; PGC1a acetyl inh = 4; Cneo AK release = 0

> Cc1ccc(S(=O)(=O)/N=C2/NC(=O)/C(=C\c3ccco3)S2)cc1
  C2C12 statin = -9; PGC1a acetyl inh = 5; Cneo AK release = 5

A different layout for part of the listing above.
molecule | C2C12 statin | PGC1a acetyl inh | Cneo AK release
COc1ccc(C)cc1-n1nnnc1SCC(=O)c1cc(C)n(Cc2ccco2)c1C | -1 | 0 | 1
CC(C)(C)OC(=O)NCC(=O)N1CCC(C(=O)O)CC1 | -1 | 1 | -2
COc1ccc(NC2=NC(=S)N(c3cccc(C)c3)C23CCCCC3)cc1 | -130 | -10 | 14

The list goes on.
SMILES	C2C12 statin	PGC1a acetyl inh	Cneo AK release
COc1ccc(-c2nnc3sc(CCN4C(=O)c5ccccc5C4=O)nn23)cc1	6	-4	0
O=C(CCc1nc(-c2ccccc2)no1)N1CCCC1	5	-1	-1
CN1C(=O)C2(c3ccccc31)C1CCCC=C1C(C#N)=C(N)C2(C#N)C#N (centres undefined)	155*	7	3
COc1ccccc1N1CCN(C(=O)c2sc3ncnc(N4CCN(c5ccccn5)CC4)c3c2C)CC1	-125	5	-1
O=C(CSc1nc2ccccc2c2nc3ccccc3n12)NCc1ccco1	6	-10	0
Cc1ccc(CCNC(=O)c2nnn(-c3cccc(C)c3)c2N)cc1	7	-5	0
O=C1N=C(c2ccccc2)C(c2ccccc2)N1 (centres undefined)	-6	1	2
CCOC(=O)N1CCC(N(CCOC)C(=O)Nc2ccc(C)c(C)c2)CC1	0	8	0
O=C(Cn1c(=O)oc2ccccc21)NC(=O)NCc1ccco1	22	-11	1
CCOC(=O)c1cnc2c(C)cccc2c1NCc1ccco1	-13	-13	-4
C/C(Nc1ccccc1)=C(/C#N)C(N)=O	1	20	4
COc1ccc2c(c1)c(=O)oc1cc(OCC(=O)NC3CC3)ccc12	-3	-3	1
CN(C)Cc1cnc2ccc(Cl)cn12	4	7	-2
CC(/C=C/c1ccccc1)=N\NC(=O)C1CC1(C)c1ccccc1 (centres undefined)	1	0	-2
Cc1ccc(S(=O)(=O)N2CCCC2C(=O)Nc2nc3c(s2)CCCC3)cc1 (centres undefined)	17	-19	0
O=C(Nc1cc2c3c(c1)C1CCCC1CN3CC1CCCC21)c1ccc([N+](=O)[O-])cc1 (centres undefined)	-2	-6	-1
CCOC(=O)Cc1csc(NC(=O)CC(C)(C)C)n1	110*	-9	0
Cc1ccc(-c2nc3cccnc3o2)cc1NC(=O)COc1ccc(Cl)cc1C	-8	-1	1
CC(C)(C)c1nnc2sc(SCCN3C(=O)c4ccccc4C3=O)nn2c1=O	3	7	-1
Cc1cccc(N(CC(=O)NC2CCCC2)C(=O)c2cc3cc4cccc(C)c4nc3s2)c1C	-32	-32	-1
Cc1ccc(C)c(N(CC(=O)NC2CCCC2)C(=O)CCCC(=O)Nc2ccccn2)c1	12	-1	-2
O=C(NCCCN1CCOCC1)[C@@H]1CSC2c3ccccc3C(=O)N21 (some centres undefined)	1	11	-2
O=C1/C(=C/c2ccncc2)SC(=S)N1C1CCS(=O)(=O)C1 (centres undefined)	-1	2	0
CN(C)c1ccc(C(=O)c2ccc(N(C)C)c3ccccc23)cc1	-74	-17	1
COc1ccc(C(C(=O)NC2CCCC2)N(Cc2ccccc2)C(=O)CNC(=O)c2ccco2)cc1 (centres undefined)	5	-12	6
Cc1ccc(C)c(CSc2nnc(-c3cccs3)n2Cc2ccco2)c1	1	-4	0
O=C(c1sc2ccccc2c1Cl)N(Cc1ccccc1Cl)C1CCS(=O)(=O)C1 (centres undefined)	38	-12	5
Cc1ccccc1Cn1c(C(=O)OC(C)C)cc2c1ccn2C	18	-10	3
O=C(O)CCc1ccc(-c2ccccc2)o1	-7	9	0
COc1cc(C2c3c(-c4ccccc4)n[nH]c3C(=O)N2c2ccccc2)ccc1O (centres undefined)	1	1	-1
CCc1ccccc1N(CC(=O)O)S(C)(=O)=O	8	4	1
CC(=O)Nc1ccc2oc(-c3cc(F)c(F)cc3Cl)nc2c1	1	1	11
CCOC(=O)C(C(=O)OCC)C(=O)c1cc(OC)c(OC)c(OC)c1	8	-2	-4

Screens from PubChem BioAssay.
